Assay outcomes (PubChem)
Rev-erbA mod: Rev-erb alpha (human) modulation; Rev-erbα–FITC-DNA binding, fluorescence polarization, 90 min; activity, % at 10 µM; 0.79% of 370,000 active;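 active = activity above about 14%, limit read from the data; passing the limit was not always enough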;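 also: 0% = DMSO wells with 35 nM protein and 100% = DMSO wells with 750 nM protein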
ASAP1 inh: ASAP1 ArfGAP inhibition; 0.19% of 360,000 active; inhibition, % at 16.5 µM; Q9ULH1; ASAP1-stimulated ARF1 GTP hydrolysis, GDP FP detection; AID 624377; in the data active = inhibition above about 25%;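 also: 0% = vehicle with enzyme and substrate and 100% = no enzyme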
DDE Tn7 FP inh: disrupts Tn7 cyclic peptide binding to fibrin D-Dimer-E complex. AID 720508. inhibition, % at 8.3 µM. 0.13% of 370,000 active. P02675. FP displacement of FITC-Tn7 peptide from fibrin DD(E); 0% = median of compound wells per plate;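 active = inhibition above the mean of compounds falling within the control limits plus 3 SD of them, cut at about 14% in these data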;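 also: 0% = plate median of compound wells and 100% = 10 µM Aha-Tn7 peptide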
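Assay system: Human clot-derived fibrin DD(E) complex | Buffer or medium: Tris/NaCl/CaCl2 buffer, pH 7.8 | Repeats: One replicate per compound | Benchmarks: Aha-Tn7 high control | Measure: % inhibition scaled between sample-field median and high-control FP | Schedule: 10 min plus 3 h, room temperature | Signal: Fluorescence polarization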
PLC-gamma1 inh: PLC-gamma1 (human) inhibition, primary screen; P19174; purified PLC-gamma1, fluorogenic substrate, fluorescence; inhibition, % at 12.2 µM; 0.84% of 370,000 active; AID 720700; in the data active = inhibition above about 9.5%
ARFGAP1 inh: inhibits rat ARF GTPase activating protein 1 | Q62848 | Arfgap1-stimulated ARF1 GTP hydrolysis, GDP FP detection | inhibition, % at 16.5 µM | 0.26% of 360,000 active;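 active = inhibition above a per-plate limit, mean inhibition of low control wells plus 3 SD, cut at about 25% in these data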;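 also: 0% = DMSO wells with enzyme and 100% = wells lacking Arfgap1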
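System: truncated rat Arfgap1 GAP domain / Benchmarks: high control wells lacking Arfgap1, low control full reaction with DMSO / Times: compound-enzyme preincubation 20 min, reaction 120 min, detection 60 min, 25 °C / Repeats: one replicate per compound / Also added: human ARF1(Δ1-17)-GTP substrate / Measured by: Tracer-displacement fluorescence polarization with EDTA stop, 620/688 nm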
DDE Tn6 FP inh: inhibitors of Tn6 peptide binding to human fibrin DD(E). inhibition, % at 8.3 µM. Fibrin DD(E) TRITC-Tn6 fluorescence polarization displacement. P02675. 0.21% of 370,000 active;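 active = inhibition above a per-campaign cutoff: mean of compounds within control limits plus 3 SD, cut at about 15% in these data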;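 also: 0% = median of all compound wells on the plate and 100% = blocking peptide control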
UHRF1 binding: UHRF1 methyl-DNA binding inhibition; 0.75% of 370,000 active; UHRF1 binding to methylated oligo, TR-FRET; inhibition, % at 4.4 µM; in the data active = inhibition above about 21%;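 also: UHRF1 SRA domain binding a hemimethylated CpG hairpin DNA probe; 0% = median of test compound wells and 100% = reference inhibitor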
Target sequence (Q96T88 whole entry, looked up, the tested form may be a part): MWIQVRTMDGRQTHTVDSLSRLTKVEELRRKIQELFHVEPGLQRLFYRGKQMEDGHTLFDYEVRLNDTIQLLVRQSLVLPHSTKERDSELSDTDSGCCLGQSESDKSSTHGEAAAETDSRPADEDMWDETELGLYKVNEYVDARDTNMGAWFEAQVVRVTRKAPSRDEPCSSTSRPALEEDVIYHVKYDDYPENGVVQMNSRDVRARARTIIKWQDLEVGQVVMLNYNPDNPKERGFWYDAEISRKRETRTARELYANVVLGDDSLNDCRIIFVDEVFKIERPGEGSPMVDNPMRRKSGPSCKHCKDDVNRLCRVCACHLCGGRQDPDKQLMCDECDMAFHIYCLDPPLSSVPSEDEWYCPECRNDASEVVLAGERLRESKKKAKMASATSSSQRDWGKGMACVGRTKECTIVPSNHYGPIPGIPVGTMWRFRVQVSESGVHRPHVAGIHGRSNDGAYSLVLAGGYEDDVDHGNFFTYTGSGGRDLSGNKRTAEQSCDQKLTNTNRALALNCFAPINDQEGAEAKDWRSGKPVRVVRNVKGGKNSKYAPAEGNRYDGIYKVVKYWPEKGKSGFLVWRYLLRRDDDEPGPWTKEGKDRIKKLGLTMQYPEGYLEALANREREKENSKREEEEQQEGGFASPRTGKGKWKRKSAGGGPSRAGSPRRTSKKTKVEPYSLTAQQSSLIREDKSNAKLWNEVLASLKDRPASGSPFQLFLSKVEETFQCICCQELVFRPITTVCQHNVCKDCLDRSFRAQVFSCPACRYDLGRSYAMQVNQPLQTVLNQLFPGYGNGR
PLC-beta3 inh: PLC-beta3 (human) inhibition, primary screen; Q01970; Purified PLC-beta3, fluorogenic substrate, fluorescence; inhibition, % at 12.2 µM; 0.18% of 370,000 active; AID 720704; in the data active = inhibition above about 11%;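 also: 0% = median of compound wells on plate and 100% = full blocker control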
KLK7 zymogen act: activates the human kallikrein-7 zymogen. P49862. activation, % at 7 µM. 0.9% of 370,000 active. AID 652039. purified proKLK7, EDANS-DABCYL substrate fluorescence; 100% is mature enzyme control, 0% vehicle;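 active = activation above the mean of all tested compounds plus 3 SD, computed per campaign excluding outliers beyond control limits, cut at about 13% in these data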
Target sequence (P49862 whole entry, looked up): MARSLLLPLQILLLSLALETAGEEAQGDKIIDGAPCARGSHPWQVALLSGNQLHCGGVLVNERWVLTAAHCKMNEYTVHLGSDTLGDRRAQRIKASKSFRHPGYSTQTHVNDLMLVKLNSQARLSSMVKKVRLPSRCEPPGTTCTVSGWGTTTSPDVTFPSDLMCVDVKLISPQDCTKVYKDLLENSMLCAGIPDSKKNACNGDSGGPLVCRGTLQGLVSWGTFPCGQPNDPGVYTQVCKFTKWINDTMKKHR
HGIII-sPLA2 inh: Inhibits HGIII-sPLA2 liposome hydrolysis, primary screen. 0.56% of 370,000 active. AID 743126. inhibition, % at 12.2 µM. QFRET BODIPY PC-A2 liposome hydrolysis, fluorescence. Q9NZ20;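 active = inhibition above mean plus 3 SD of compounds lying within the high and low control bounds, cut at about 19% in these data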;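 also: 0% = median of test compound wells and 100% = no enzyme DMSO wells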
An asterisk follows results filed as active.

SMILES	Rev-erbA mod	ASAP1 inh	DDE Tn7 FP inh	PLC-gamma1 inh	ARFGAP1 inh	DDE Tn6 FP inh	UHRF1 binding	PLC-beta3 inh	KLK7 zymogen act	HGIII-sPLA2 inh
COc1ccccc1S(=O)(=O)Cc1ccc(C(=O)NCc2ccccc2)o1	0.1	0.5	-2.3	0.9	-8.3	-5.0	-1.2	-5.8	0.3	-5.4
O=c1nccc(N/N=C/c2cccc(O)c2)[nH]1	-2.1	3.5	4.4	3.0	7.4	-5.9	-2.2	-3.8	-1.1	8.5
CC(C)C(C(=O)NCc1ccco1)N(C(=O)CNS(=O)(=O)c1ccccc1)C1CCCC1 (centres undefined)	-3.4	-0.7	-1.7	3.0	-7.7	-1.0	5.0	12.5*	0.8	-14.6
O=C(c1cc2ccccc2oc1=O)N1CCCCCCC1	2.0	-2.1	-5.5	1.7	8.4	-5.5	3.4	-2.2	0.1	7.8
COc1cccc(C2c3cc4c(cc3OC(N3CCOCC3)C2C)OCO4)c1O (centres undefined)	8.8	16.5	7.5	-1.0	6.3	-1.9	1.7	2.8	0.9	0.4
Cc1cc(OC(=O)c2ccccc2Br)c([N+](=O)[O-])c(=O)[nH]1	-0.4	0.7	2.6	2.7	-5.5	5.6	-1.1	5.1	-0.2	2.4
O=C(Nc1ccc(Oc2cccnc2)cc1)c1ccccc1Cl	2.4	-6.4	4.6	1.7	3.7	-11.1	-3.3	0.2	-0.4	-5.3
CCOC(=O)c1c(C=O)c(C)n(Cc2ccc(Cl)cc2)c1C	0.6	2.3	0.3	1.0	-0.4	4.5	2.7	-3.5	0.2	0.8
CCN(C[C@H]1N[C@@](Cc2ccccc2)(C(=O)OC)[C@H]2C(=O)N(Cc3ccccc3)C(=O)[C@@H]12)C(C)=O	-1.6	1.4	-1.3	0.0	-3.5	3.9	-1.4	3.8	-0.2	-3.8
COc1cc(O)c(CC=C(C)C)c(O)c1C(=O)CCc1ccc(O)cc1	2.8	15.9	-4.3	1.1	28.6*	1.5	22.6*	0.6	0.8	-28.8
CCOC(=O)C1(Cc2ccc(OC)cc2)CCN(C(=O)c2cc(C)nn2C)CC1	0.0	-8.3	-6.3	-0.7	2.1	2.4	-0.1	-4.8	0.2	-2.1
CN(Cc1ccccc1)S(=O)(=O)c1ccc(N2CCCC2=O)cc1	0.0	-11.2	3.1	-2.5	-7.1	6.2	2.2	-7.3	0.0	0.7
CCN(C(=O)COc1ccc(C)nc1[N+](=O)[O-])C1CCS(=O)(=O)C1 (centres undefined)	2.3	5.3	7.6	0.9	-8.2	3.9	-1.0	1.8	-0.3	5.4
Cc1ccc2cc(/C=N/NC(=O)[C@@H]3CCCN3)c(Cl)nc2c1	-1.8	2.4	-10.8	-4.0	14.8	-3.2	-5.2	-15.6	0.4	-2.7
C/C(N)=C(/C#N)C(=O)COC(=O)C(c1ccccc1)c1ccccc1	-1.5	5.9	1.4	-3.8	6.8	2.0	-1.6	-5.8	0.2	-20.1
Cc1ccc(S(=O)(=O)N2CCN(CC(=O)N(CC(C)C)c3c(N)n(CC(C)C)c(=O)[nH]c3=O)CC2)c(C)c1	-2.4	2.1	-6.0	-0.7	3.6	-1.8	-1.5	1.9	1.1	-5.7
CC(C)(C)OC(=O)N1CCCC1C(=O)NCCc1ccccc1 (centres undefined)	-2.5	-1.7	5.7	-0.3	-10.1	3.8	0.8	2.6	-0.2	-3.4
Cc1cccc(C(=O)OCC(=O)N(C)CC(=O)Nc2ccc(Cl)c(C(F)(F)F)c2)c1	-4.0	-0.8	-3.6	1.1	-4.0	4.0	-4.9	-3.1	0.0	-3.6
CSCC[C@H](NC(=O)NCc1cccs1)C(=O)O	-1.7	0.7	1.7	0.3	-1.9	0.7	-1.7	1.3	-0.5	-0.2
CCn1cc(C(=O)N[C@@H](C)C(=O)NCCO)c(=O)c2cc3c(cc21)OCO3	12.7	10.2	1.7	1.3	1.3	7.1	2.3	-22.6	1.7	5.8
CCC(C)c1ccccc1NC(=O)COc1ccc(-n2cnnn2)cc1 (centres undefined)	-3.3	9.9	-3.9	1.5	0.5	-1.1	0.8	-4.5	-0.4	5.4
CCn1c(=O)c(C(=O)Nc2ccccc2C)c(O)c2ccccc21	2.2	-17.2	0.8	1.9	14.2	-4.8	-0.3	-1.4	0.0	-1.3
CCCN1C(=O)c2ccccc2NC1c1ccc(Cl)cc1 (centres undefined)	2.1	10.9	10.6	-313.2	9.7	10.6	-1.7	-385.1	15.6*	0.8
COc1ccc(Cn2c(-c3ccc(OC)cc3)n[nH]c2=S)cc1	-2.8	-0.6	4.1	0.2	10.7	6.7	0.9	-1.9	0.2	17.1
CCc1ccc(NC(=O)CN2CCN(c3ccc(OC)cc3)CC2)cc1	-0.4	-4.7	7.7	-2.9	-19.9	7.2	1.1	-8.6	0.9	5.4
CCCOc1ccc(C(=O)NCC(C)(C)N2CCOCC2)cc1	-2.5	-11.0	0.4	-0.2	1.9	-0.1	-0.3	-3.0	0.1	-1.5
CCOC(=O)CC1CCCCN1Cc1nc(-c2ccc(F)c(OC)c2)oc1C (centres undefined)	-8.1	5.0	-3.7	3.9	5.5	7.9	2.1	-0.3	0.5	-2.0
O=C(Nc1ccc(Nc2ccccc2)cc1)c1cc([N+](=O)[O-])ccc1Cl	-2.1	5.7	-3.7	-1.7	-1.4	6.4	-1.4	-1.2	0.4	-1.7
O=C(CSc1ccc(-c2nc3ccccc3[nH]2)cn1)N1CCN(C(=O)c2ccco2)CC1	-0.3	7.5	-4.9	-20.0	-6.8	-4.5	-0.2	-33.8	1.4	-0.7
Cc1ccc(NC(=O)COC(=O)/C=C/c2ccc(Br)o2)cc1S(=O)(=O)N(C)C	-5.4	5.1	4.5	-3.5	0.0	-2.6	0.2	-7.5	0.0	-46.2
NC(=S)Nc1ccc(C(F)(F)F)cc1Cl	0.7	7.0	1.9	1.5	2.2	-1.1	-1.2	-6.6	-0.1	9.0
CCCCN(C(=O)COC(=O)CSc1cc(C)c2ccccc2n1)c1c(N)n(CCC)c(=O)[nH]c1=O	1.1	6.4	1.7	1.6	8.9	10.7	-2.5	-3.1	-0.2	-6.8
COc1ccccc1CCC(=O)NNC(=O)c1cccs1	-4.8	-0.9	5.2	-2.9	-6.4	2.3	1.0	1.0	-0.4	14.7
O=C(NCc1cccs1)C1CC(c2ccc(Cl)cc2)=NO1 (centres undefined)	2.6	1.3	-2.6	2.1	7.0	3.6	-0.9	0.4	-0.2	0.3
Cc1ccccc1-n1c(Cn2c(=O)sc3ccccc32)nnc1SC(C)C	-6.1	2.2	2.7	-0.2	-5.0	4.7	-2.0	0.6	0.5	4.9
CC1(C)OC(=O)C2=C(C[C@@H](C3CCCC3)O[C@H]2c2ccc(Cl)cc2)O1	3.2	-3.5	6.5	-0.5	1.3	0.3	2.4	-1.7	0.3	16.6
COc1cc(C(=O)OCC(=O)N2CCOCC2)c([N+](=O)[O-])cc1OC	0.2	-19.8	1.1	-2.3	-10.6	2.3	-1.8	6.7	-0.6	1.8
CC(C)(C)c1cc(-c2n[nH]c(=S)n2-c2ccc(Cl)cc2)n[nH]1	-4.9	-7.2	0.5	-2.7	4.6	7.0	0.9	-7.7	0.1	20.8*
Cc1cc(=O)oc2cc(NC(=O)CC3(CC(=O)O)CCCC3)ccc12	7.0	-3.2	-2.8	-102.0	-0.2	-7.9	-2.4	-153.1	8.5	-3.9
COc1ccc(CCN2CC(=O)N3CCc4ccc(N5CCOCC5)cc4C3CC2=O)cc1OC (centres undefined)	2.2	-1.6	-5.5	3.5	-8.2	-3.9	3.6	-0.1	0.3	16.3

Part of the list above in order of number of heavy atoms, high to low:
SMILES	Rev-erbA mod	ASAP1 inh	DDE Tn7 FP inh	PLC-gamma1 inh	ARFGAP1 inh	DDE Tn6 FP inh	UHRF1 binding	PLC-beta3 inh	KLK7 zymogen act	HGIII-sPLA2 inh
CCCCN(C(=O)COC(=O)CSc1cc(C)c2ccccc2n1)c1c(N)n(CCC)c(=O)[nH]c1=O	1.1	6.4	1.7	1.6	8.9	10.7	-2.5	-3.1	-0.2	-6.8
CCOC(=O)CC1CCCCN1Cc1nc(-c2ccc(F)c(OC)c2)oc1C (centres undefined)	-8.1	5.0	-3.7	3.9	5.5	7.9	2.1	-0.3	0.5	-2.0
COc1cc(C(=O)OCC(=O)N2CCOCC2)c([N+](=O)[O-])cc1OC	0.2	-19.8	1.1	-2.3	-10.6	2.3	-1.8	6.7	-0.6	1.8
CCn1c(=O)c(C(=O)Nc2ccccc2C)c(O)c2ccccc21	2.2	-17.2	0.8	1.9	14.2	-4.8	-0.3	-1.4	0.0	-1.3

(continued)
SMILES	Rev-erbA mod	ASAP1 inh	DDE Tn7 FP inh	PLC-gamma1 inh	ARFGAP1 inh	DDE Tn6 FP inh	UHRF1 binding	PLC-beta3 inh	KLK7 zymogen act	HGIII-sPLA2 inh
C#CCSc1nnc(-c2ccc([N+](=O)[O-])cc2)o1	3.2	0.3	-4.9	-0.4	5.9	-7.1	-9.4	1.5	-0.1	-5.6
CCCCc1nc2sc3c(c2c(=O)[nH]1)CCC3	0.9	-4.9	3.6	3.3	1.8	1.9	0.6	-2.8	0.2	5.2
OC(COc1ccccc1)CN1CCCCC1 (centres undefined)	1.0	3.8	2.2	-0.1	-7.2	-0.9	-1.1	3.6	0.2	-0.5
CCC(=O)Nc1ccc(C(=O)c2ccccc2)cc1	-3.4	-1.9	-6.3	1.4	-0.6	-7.7	4.4	0.1	-0.3	-2.3
Cc1cc(C)n2nc(C(=O)NCc3ccco3)nc2n1	0.0	-2.7	-3.6	-1.1	-7.9	7.0	-0.1	1.5	0.1	-2.5
O=C(CCNC(=O)c1ccc(Cl)cc1)NCCCN1CCOCC1	0.2	-2.8	4.5	0.6	1.1	1.4	2.0	-1.3	-0.7	15.4
COc1ccc(OC)c(C(=O)N/N=C/c2ccccn2)c1	0.2	3.4	2.6	-18.2	9.7	-1.2	-2.8	-28.7	4.9	5.5
Cn1c(=O)c(-c2ccccc2N)nc2ccccc21	0.1	0.6	2.4	0.8	-5.9	9.4	-2.2	2.3	0.4	4.7
COc1ccccc1NS(=O)(=O)c1cccc(C(=O)OCc2nc3ccccc3s2)c1	5.8	-2.3	-4.3	7.5	-1.7	-8.1	3.1	-2.7	0.3	-38.5
Cc1ccc([C@H]2N[C@]3(CCCN(CC4CCCCC4)C3=O)[C@H]3C(=O)N(Cc4ccccc4)C(=O)[C@@H]23)cc1	-2.1	-1.4	0.5	1.3	10.8	-1.2	0.7	-1.2	0.3	-8.4
c1ccc(COn2nnc3ccccc32)c(COn2nnc3ccccc32)c1	7.7	-5.5	-10.6	-1.4	-1.0	1.0	-2.4	-1.0	0.5	-11.7
Cc1ccc(S(=O)(=O)CCC(=O)Nc2ccc3nc(C)sc3c2)cc1	1.6	-3.5	0.3	-3.8	13.0	5.9	-4.1	0.7	-0.5	-2.5
Cc1ccc(C)c(N2CCN(Cc3nnnn3C3CCCCC3)CC2)c1	-3.2	-9.2	-6.2	0.6	5.0	3.0	0.6	0.0	0.4	-2.1
CC(N)C(=O)NC(C(=O)N1CCCC1C(=O)NC(c1ccccc1)c1ccccc1)C(C)C (centres undefined)	4.0	-5.9	-2.5	3.3	-6.9	-1.6	1.4	1.8	-0.1	6.1
